Abeta rescue: qHTS for compounds that reverse cellular toxicity of Amyloid beta (A-beta) peptide in yeast: Primary Screen. hit rate 0.063% among 410,000. Potency, µM (titrated, usually from 46.1 µM), inactives show top-dose growth rescue, most hits filed as activators. yeast expressing A-beta42, growth rescue, OD600, 48 h; response scale: 0% DMSO, 100% iron-clioquinol control; note: potency is the fitted concentration of half-maximal effect; nearly all actives have a fitted effect of over 55% in size
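Growth rescue measured by 600 nm absorbance after 48 h yeast culture at 30 C with compound. Values normalized between DMSO and an equimolar ferric chloride plus clioquinol control.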
TDP43 rescue: qHTS of TDP-43 Inhibitors | Potency, µM (doses to about 46.1 µM), for inactives: at the highest dose growth rescue (activation), most hits filed as activators | hit rate 1.8% among 410,000 | TDP-43 expressing yeast growth rescue, BacTiter-Glo, 24 h; note: potency is the fitted concentration of half-maximal effect; % of control where 0% means no effect; nearly all actives have a fitted effect of over 50% in size
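Yeast cells expressing TDP-43 under galactose induction are exposed to compounds for 24 hr at 30 deg C. BacTiter-Glo luminescence measures growth, so protective compounds score as activators.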
FUS yeast rescue: qHTS for Suppressors of FUS Proteinopathy: Primary screen using FUS-linked yeast assay. Potency, µM (series often up to 76.6 µM), inactives show at the top dose growth rescue (activation), usual class: activators. S. cerevisiae FUS-expressing, growth rescue, OD600, 24 h. AID 1347120, 2019. hit rate 0.24% among 390,000;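 note: potency is the fitted concentration of half-maximal effect; plate controls were DMSO vehicle for no effect and reference control for full effect; nearly all actives have a fitted effect of over 55% in size; some results filed as inactive show a strong effect at the top dose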
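Cultures pregrown in 2.5% raffinose medium are shifted to minimal medium containing 2% galactose to express toxic FUS. Compounds are tested at several concentrations. After 24hr at 30C, growth is quantified at 600 nm absorbance.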
PTHR1 agonist: qHTS for PTHR1 Agonists: Primary Screen; HEK293 GP2 PTHR1 cells, GloSensor cAMP luminescence, 1 h; hit rate 0.075% among 410,000; Parathyroid hormone/parathyroid hormone-related peptide receptor (Homo sapiens), Q03431; Potency, µM (titrated, usually from 115 µM), inactives show at the highest dose activation, usual class: activators; AID 743266, 2014; note: potency is the fitted concentration of half-maximal effect; nearly all actives have a fitted effect of over 55% in size; some results filed as inactive show a strong effect at the top dose; inactives centre near -15; many of its hits are not listed in these tables
Target sequence (Q03431 whole entry, looked up): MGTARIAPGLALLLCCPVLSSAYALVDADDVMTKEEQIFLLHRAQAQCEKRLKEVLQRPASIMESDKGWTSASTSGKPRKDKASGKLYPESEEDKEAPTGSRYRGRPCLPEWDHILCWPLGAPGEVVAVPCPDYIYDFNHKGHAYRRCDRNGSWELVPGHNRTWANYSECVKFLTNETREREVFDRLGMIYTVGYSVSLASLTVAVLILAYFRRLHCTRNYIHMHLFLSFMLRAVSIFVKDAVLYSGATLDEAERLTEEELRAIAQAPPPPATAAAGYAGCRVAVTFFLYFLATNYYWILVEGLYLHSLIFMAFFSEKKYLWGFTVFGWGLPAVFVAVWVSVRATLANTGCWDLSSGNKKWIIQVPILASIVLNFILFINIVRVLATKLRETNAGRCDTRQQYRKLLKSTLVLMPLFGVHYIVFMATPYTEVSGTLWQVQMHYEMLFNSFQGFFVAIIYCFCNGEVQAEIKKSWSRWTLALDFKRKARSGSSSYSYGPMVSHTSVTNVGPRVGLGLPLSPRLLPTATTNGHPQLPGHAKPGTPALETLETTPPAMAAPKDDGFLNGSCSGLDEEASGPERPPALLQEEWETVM
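HEK-293-derived GP2 cells expressing PTHR1 and a GloSensor cAMP reporter, 3,000/well, plated overnight, given luciferin plus IBMX (each 0.5 mM as added) for 1 h at 37 °C, then compound for 1 h at 37 °C. Luminescence was read after 15 min at room temperature.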
aSyn yeast inh: qHTS of alpha-syn Inhibitors; AID 652106, 2013; hit rate 0.14% among 370,000; Potency, µM (series often up to 46.1 µM), for the others: at the top dose growth rescue (activation), actives largely listed as activators; Yeast expressing alpha-synuclein, growth rescue, BacTiter-Glo, 24 h; note: potency is the fitted concentration of half-maximal effect; % of control where 0% means no effect; nearly all actives have a fitted effect of over 65% in size
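Readout is rescue of growth in alpha-synuclein-expressing yeast, so inhibitors of toxicity appear as activators. Growth after 24 hr at 30 deg C in galactose medium is quantified by luminescence.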
GLP1R cytotox: qHTS of GLP-1 Receptor Inverse Agonists: Cytotox Screen. HEK293 cAMP-luciferase reporter cells, luminescence, 24 h. Potency, µM (top dose mostly 38.3 µM), inactives show top-dose activity change, negative = inhibition, usual class: inhibitors. hit rate 0.13% among 410,000;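 note: loss of luciferase light is scored as toxicity; potency is the fitted concentration of half-maximal effect; % is set by controls: 0 for no effect and ±100 for the full control effect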
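To flag toxic compounds, the library was rerun on cells for 24 hr at 37 deg C and 5% CO2. Viability-linked luminescence was captured 12 min after adding luciferase detection reagent.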
GLP1R inv ag: qHTS of GLP-1 Receptor Inverse Agonists (Inhibition Mode) | Glucagon-like peptide 1 receptor (Homo sapiens), P43220 | HEK293 GLP-1R CRE-luciferase, luminescence, 24 h; GLP-1R form is constitutively active | Potency, µM (doses to about 38.3 µM), for inactives: at the highest dose activity change, negative = inhibition, most hits filed as inhibitors | hit rate 1.6% among 410,000 | AID 624417, 2012; note: potency is the fitted concentration of half-maximal effect; % is set by controls: 0 for no effect and ±100 for the full control effect; nearly all actives have a fitted effect of over 55% in size
Target sequence (P43220 whole entry, looked up): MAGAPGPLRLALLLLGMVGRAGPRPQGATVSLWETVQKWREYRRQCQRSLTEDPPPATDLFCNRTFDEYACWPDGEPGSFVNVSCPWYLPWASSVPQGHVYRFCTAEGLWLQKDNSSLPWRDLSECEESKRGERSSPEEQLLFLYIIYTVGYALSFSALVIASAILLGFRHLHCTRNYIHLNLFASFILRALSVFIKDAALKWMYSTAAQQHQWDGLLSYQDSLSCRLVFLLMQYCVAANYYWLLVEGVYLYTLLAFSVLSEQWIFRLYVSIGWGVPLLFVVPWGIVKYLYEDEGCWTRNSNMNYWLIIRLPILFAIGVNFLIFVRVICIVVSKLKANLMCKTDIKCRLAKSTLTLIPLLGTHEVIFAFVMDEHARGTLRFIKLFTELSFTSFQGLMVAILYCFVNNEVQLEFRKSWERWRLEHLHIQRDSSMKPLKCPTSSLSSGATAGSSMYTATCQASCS
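qHTS in 1536-well format: reporter HEK293 cells expressing constitutive GLP-1R activity in DMEM + 10% Nu serum, 24 hr with compounds at 37 deg C, luminescence read after 12 min with detection reagent.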
Akt phos inh: HTS Assay for Inhibitors of Akt Phophorylation: Primary Screen; Neuro2A IGF-stimulated pAkt S473 HTRF, 20 min; hits give low values; activity change, % for hits at 50 µM; hit rate 0.32% among 360,000; AID 651550, 2012; in the data active = activity change below about -80%; inconclusive = mostly about -51% to -80%; note: % is set by controls: 0 for no effect and ±100 for the full control effect
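Single-point screen (50 µM final compound) in Neuro2A cells stimulated 20 min with 6 nM IGF at 37 deg C. After lysis, Ser473-phosphorylated Akt read by HTRF (ex 330 nm, em 615/665 nm) as the 665/615 ratio.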
Mm-Cpn inhibitor: Inhibitors of TCP-1 ring complex (TRiC) of Methanococcus maripaludis (MmCpn): qHTS. hit rate 0.031% among 330,000. purified Mm-Cpn ATPase, ADP Transcreener TR-FRET. AID 504842, 2011. Potency, µM (series often up to 76.9 µM), for the others: at the top dose activity, negative = inhibition, most hits filed as inhibitors; note: potency is the fitted concentration of half-maximal effect; % is set by controls: 0 for no effect and ±100 for the full control effect; nearly all actives have a fitted effect of over 80% in size
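Purified archaeal Mm-CPN (25nM final) preincubated 10 min at 37degC with compound, then 10uM ATP for 30 min at 37degC; ADP measured by HTRF Transcreener TR-FRET; buffer 30 mM TRIS pH 7.4, 100mM KCl, 5mM MgCl2, 1mM DTT.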
The depositor's hits bear a star; i = inactive; ? = inconclusive; nt = no result given; [ ] = remark or other dose. Unless noted, calls come from the whole dose curve; as a rule, active = well fitted curve in the direction sought with a large enough effect; inconclusive = small, poorly fitted or top-dose-only effect, or another doubt; inactive = no such curve, though single readings can be large; an effect the other way counts as inactive or inconclusive.

SMILES	Abeta rescue	TDP43 rescue	FUS yeast rescue	PTHR1 agonist	aSyn yeast inh	GLP1R cytotox	GLP1R inv ag	Akt phos inh	Mm-Cpn inhibitor
CC(=O)c1cc2c(cc1C)CCCC2(C)C	-5%	-11%	0%	i	-4%	1%	-7%	i	nt
O=C(NCc1ccco1)C1CCN(c2ccc(N3CCOCC3)nn2)CC1	1%	18%	-17%	-28%	2%	39%[activator]	16%	i	0%
COc1ccccc1C(=O)NC(=O)COC(=O)c1ccc([N+](=O)[O-])cc1Cl	12%	-15%	-4%	i	1%	-1%	-10%	i	0%
COCC1CCN(C(=O)c2ccc(OC3CCN(Cc4ccccn4)CC3)cc2)C1 (stereo unspecified)	-7%	-6%	nt	i	0%	0%	-10%	i	0%
Cc1ccc(CNC(=O)c2c(O)nc3cc(C)ccn3c2=O)cc1	-9%	-12%	-14%	22%	nt	4%	4%	nt	nt
O=C(NC(=S)NCC1CCCO1)c1ccccc1F (stereo unspecified)	-18%	-7%	-17%	i	-2%	-1%	-4%	i	0%
COc1ccccc1N1CCN(C2CCCN(C(=O)CCn3cncn3)C2)CC1 (stereo unspecified)	4%	3%	nt	-12%	-6%	0%	-7%	i	2%
CCOc1cc2[nH]c(=S)n(Cc3ccc(C(=O)N4CCN(C)CC4)cc3)c(=O)c2cc1OCC	-16%	0%	16%	i	0%	1%	-12%	i	-2%
Cc1ccccc1CSc1nnc(C)c(=O)n1N	11%	15%	7%	-10%	0%	0%[7.66 µM]	-2%[7.66 µM]	i	-11%
Cc1ccc(C(=O)NCCCNCCCNC(=O)c2ccc(C)nc2)cn1	-12%	-14%	28%	?	-1%	-5%	14%	i	-1%
O=C(Nc1ccc(N2CCOCC2)cc1)c1ccc(Cl)c(S(=O)(=O)N2CCCCC2)c1	-3%	12%	-5%	-94%	-3%	17%	-6%	i	-1%
CCOC(=O)CC1(CCc2ccccc2)Oc2ccccc2O1	2%	3%	13%	i	-2%	8%	?	i	nt

Three compounds already listed, sorted by molecular weight, largest number first.
SMILES	Abeta rescue	TDP43 rescue	FUS yeast rescue	PTHR1 agonist	aSyn yeast inh	GLP1R cytotox	GLP1R inv ag	Akt phos inh	Mm-Cpn inhibitor
CCOc1cc2[nH]c(=S)n(Cc3ccc(C(=O)N4CCN(C)CC4)cc3)c(=O)c2cc1OCC	-16%	0%	16%	i	0%	1%	-12%	i	-2%
O=C(Nc1ccc(N2CCOCC2)cc1)c1ccc(Cl)c(S(=O)(=O)N2CCCCC2)c1	-3%	12%	-5%	-94%	-3%	17%	-6%	i	-1%
CCOC(=O)CC1(CCc2ccccc2)Oc2ccccc2O1	2%	3%	13%	i	-2%	8%	?	i	nt

Other compounds:
SMILES	Abeta rescue	TDP43 rescue	FUS yeast rescue	PTHR1 agonist	aSyn yeast inh	GLP1R cytotox	GLP1R inv ag	Akt phos inh	Mm-Cpn inhibitor
Cc1ccccc1NC(=O)c1ccc(F)c(S(=O)(=O)N2CCN(c3ccccn3)CC2)c1	-13%	0%	10%	i	-13%	-2%	-7%	i	3%
O=C(NCc1cccs1)C1Cc2c(-c3ccc(Cl)cc3)ccnc2O1 (stereo unspecified)	-22%	?	17%	-17%	?	?	?	i	nt
COc1ccc(-c2nn(CCC#N)cc2C(=O)Nc2ccccn2)cc1OC	4%	4%	15%	-22%	0%	-4%	10%	i	0%
COC(=O)Cc1ccc(NC(=O)c2ccc3c(c2)C(=O)N(CC2CCCO2)C3=O)cc1 (stereo unspecified)	-3%	?	nt	-45%[inhibitor]	3%	-5%	6%	i	-5%
Cc1ccc(C(=O)N/C(=C/c2cccs2)C(=O)NCCCn2ccnc2)cc1	-10%	-14%	17%	i	-4%	18%	8%	i	2%
CCOc1ccccc1NC(=O)C1CCN(S(=O)(=O)c2cccs2)CC1	-10%	24%	4%	-20%	nt	-2%	-4%	nt	nt
COc1ccc(CCN(C)C(=O)c2cc(S(=O)(=O)N3CCCCC3)ccc2Cl)cc1OC	-1%	-19%	16%	-23%	-3%	-5%	?	i	-1%
CCN(CC)S(=O)(=O)c1ccc(N2CCOCC2)c(NCC(=O)Nc2ccc(F)cc2)c1	-8%	0%	11%	-22%	4%	-4%	-23%	i	0%
O=c1oc(-c2ccccc2F)nc2scc(-c3ccccc3)c12	-12%	-2%	-10%	-23%	-2%	0%	11%	i	-1%
COC(=O)C[C@@H]1C[C@@H]2c3cc(NS(=O)(=O)c4ccc(F)cc4)ccc3O[C@@H]2[C@@H](CO)O1	1%	21%	-8%	i	2%	-4%	8%	i	nt
CC(=O)Nc1ccc(SC[C@H](CC(C)C)N2CCN(CC(C)C)CCC2=O)cc1	-10%	8%	-20%	20%	-4%	-8%	20%	i	-1%
CCCCn1c(N)c(N(Cc2ccccc2OC)C(=O)COc2ccccc2C#N)c(=O)[nH]c1=O	4%	9%	-19%	-23%	0%	5%	14%	i	1%
CCCCNC(=O)C1(C)CCN1Cc1cccc2c(OC)cc(C(=O)OCC)cc12 (stereo unspecified)	0%	16%	1%	i	?	3%	?	i	nt
CC(C)c1nc2oc3c(NCCO)ncnc3c2c2c1COC(C)(C)C2	4%	14%	15%	i	-1%	1%	63%[activator]	i	1%
COc1ccc(/C=C/C2=NN(C)C(=O)CC2)cc1	-25%	-14%	2%	-21%	-9%	-10%	-7%	i	-6%
CC(=O)Nc1ccc(NC(C)=O)s1	1%	-4%	-42%	i	5%	8%	-9%	i	0%
COc1cc(C)c(CN2CCN(CC(=O)Nc3ccccc3C(=O)NC3CC3)CC2)cc1OC	3%	9%	-11%	-24%	-7%	-4%	-4%	i	1%
CC(=O)C(C)Oc1ccc2c3c(c(=O)oc2c1)CCCCC3 (stereo unspecified)	-18%	0%	15%	-2%[57.5 µM]	8%	2%	45%[activator]	i	0%
CCS(=O)(=O)c1ccc(C(=O)Nc2ccccc2)c(Cl)c1Cl	-7%	-6%	-4%	-25%[57.5 µM]	1%	-17%	?	i	1%
Cc1c(N)cccc1N	?	8%	-22%	-5%	-2%	5%	0%	i	-3%
Cc1cc(C)cc(C(=O)NC(CC(N)=O)c2ccc(N3CCCCCC3)c([N+](=O)[O-])c2)c1 (stereo unspecified)	1%	1%	-1%	-22%	-2%	-13%	3%	i	-1%
Cn1c(=O)cc(Nc2ccc(Cl)cc2)[nH]c1=O	2%	-22%	-6%	-15%	2%	0%	5%	i	-1%
Nc1nc(CCl)nc(Nc2ccccc2)n1	4%	17%	-28%	-18%	2%	-18%	?	i	2%
COc1ccc(C(CNC(=O)CCNC(=O)c2ccc(Br)cc2)N2CCOCC2)cc1 (stereo unspecified)	6%	10%	nt	-23%	-1%	-16%	-4%	i	-1%
COc1ccc(C(=O)NCCCNC(=O)c2ccccn2)cc1	-4%	3%	0%	i	2%	1%	-2%	i	4%
CCC(C)C(N)C(=O)NC(CCC(=O)OCc1ccccc1)C(N)=O (stereo unspecified)	-4%	-10%	0%	-6%[57.5 µM]	-3%	7%	13%	i	1%
CCOc1cc(C2C3=C(CC(C)(C)CC3=O)N(CCCOC)C3=C2C(=O)CC(C)(C)C3)ccc1OC	2%	5%	-5%	i	0%	-12%	19%	i	-4%
O=C(COC(=O)C1CCCCC1)Nc1cccc(Br)c1	3%	10%	-14%	0%	-28%	2%	5%	i	-3%
Cc1nc2ccc(NC(=O)c3cncc(Br)c3)cc2s1	5%	?	5%	i	-3%	-24%	-30%	i	1%
CCN1C(=O)c2ccccc2Sc2ccc(NC(=O)Nc3cc(C)cc(C)c3)cc21	11%	10%	23%	-28%	nt	-16%	?	nt	nt
CC(=O)c1cccc(NC(=O)C2CCCN2S(=O)(=O)c2cccc3nsnc23)c1 (stereo unspecified)	9%	?	-5%	i	2%	13%	13%	i	2%
CCCC(=O)Nc1nnc(COC)s1	7%	-2%	-11%	i	-4%	8%	-2%	i	-2%
CC1=C(C(=O)Nc2cccnc2)C(c2ccc(F)cc2)n2nc(SCc3ccccc3F)nc2N1 (stereo unspecified)	-10%	9%	-3%	i	nt	-11%	3%	nt	nt
CCC(C)(C)NC(=O)/C=C/c1cccs1	8%	?	nt	i	10%	-1%	1%	i	3%
Cc1ccccc1CN(c1ccc(C(=O)NCc2cccnc2)cc1)S(C)(=O)=O	-7%	23%	-25%	-43%[inhibitor]	1%	10%	-17%	i	-3%

Full records, looked up by structure. Values in the order: Abeta rescue | TDP43 rescue | FUS yeast rescue | PTHR1 agonist | aSyn yeast inh | GLP1R cytotox | GLP1R inv ag | Akt phos inh | Mm-Cpn inhibitor
Shown for CCC(C)C(N)C(=O)NC(CCC(=O)OCc1ccccc1)C(N)=O (stereo unspecified) : -4% | -10% | 0% | -6%[57.5 µM] | -3% | 7% | 13% | i | 1%
Shown for CCOc1cc(C2C3=C(CC(C)(C)CC3=O)N(CCCOC)C3=C2C(=O)CC(C)(C)C3)ccc1OC : 2% | 5% | -5% | i | 0% | -12% | 19% | i | -4%
Shown for CCN1C(=O)c2ccccc2Sc2ccc(NC(=O)Nc3cc(C)cc(C)c3)cc21 : 11% | 10% | 23% | -28% | nt | -16% | ? | nt | nt

High-throughput results from PubChem.

These rows are one share of the data; rates above refer to the full screens.
